Arrestin-AP2 inh: inhibitors of beta-arrestin/AP2 binding, primary screen, biochemical, GPCR trafficking, flow cytometry; FITC-arrestin peptide / GST-AP2 beads; AP2 beta2 appendage carries R879A mutation; inhibition, % at 10 µM; hit rate 0.31% among 340,000; AID 504490, 2011;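 active = inhibition above a set limit, near 3 SD of compounds lacking own fluorescence, cut at about 54% in these data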;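 also: plate controls were DMSO wells for no effect and 5 µM unlabelled arrestin peptide for full effect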
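System: GST-AP2 R879A glutathione beads | Also added: FITC-arrestin peptide, 50 nM | Times: 12 min plus 1 h, RT | Signal: Bead flow cytometry, FITC channel | Buffer or medium: PBS with 0.05% Tween 20 and 0.1% BSA | Read-out basis: Percent drop in bead-associated FITC signal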
Wnt act: Wnt/beta-catenin pathway activators, primary screen, cell-based, plate reader, single point | activation, % at 9.35 µM | Wnt/beta-catenin reporter cell assay, activator | hit rate 1.2% among 300,000; in the data active = activation above about 30%, passing the limit was not always enough;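 also: 0% = neutral control wells and 100% = positive control wells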
V-ATPase pH: regulators of yeast V-ATPase proton pumping, primary screen, pHLuorin cytosolic pH fluorescence; S. cerevisiae; response, % at 10 µM; hit rate 0.37% among 350,000; AID 504577, 2011; in the data active = response mostly above about 7.3%, no sharp cut-off; inactive = mostly below about 5.4%; also: actives read high; inactives centre near 0; some compounds called inactive have numbers as strong as hits; reference of the scale not given here
OPRM1-OPRD1 ag: agonists of OPRM1-OPRD1 heterodimerization, primary screen, cell-based, luminescence | Mu-type opioid receptor (Homo sapiens) + Delta-type opioid receptor (Homo sapiens), … | cells | activation, % at 9.3 µM | hit rate 0.3% among 340,000 | AID 504326, 2011; in the data active = activation above about 18%;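 also: 0% = vehicle-treated cells and 100% = reference agonist; values of inactives mirror those of a sister screen read the other way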
OPRM1-OPRD1 inv: inverse agonists of MOR-DOR heterodimerization, primary screen, cell-based, luminescence; cell-based MOR-DOR heterodimer luminescence, inverse agonism; inhibition, % at 9.3 µM; hit rate 0.21% among 340,000; in the data active = inhibition above about 22%, passing the limit was not always enough;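 also: 0% = cells with DMSO and 100% = wells without cells with DMSO; values of inactives mirror those of a sister screen read the other way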
cardiac RTF act: cardiac RTF calcium sensitivity activators, primary screen, biochemical, IANBD-TnC fluorescence, EC20 calcium; Troponin I, cardiac muscle (Homo sapiens) + Troponin T, cardiac muscle (Homo sapiens) + …; IANBD-labeled TnC RTF fluorescence at EC20 calcium; 0% EC20 calcium, 100% full calcium; activation, % at 7.2 µM; hit rate 0.24% among 340,000;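 active = activation above the mean over all tested compounds plus 3 SD, cut at about 30% in these data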;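 also: rise in fluorescence read as greater calcium sensitivity of cardiac thin filaments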
DSG3 Ab inh: inhibitors of pemphigus antibody binding to DSG3, primary screen, biochemical, bead-based, flow cytometry, scFv-GFP | hit rate 0.48% among 310,000 | DSG3-coupled beads, scFv-anti-DSG3-GFP binding; hits give low values | binding (percent of control), % at 10 µM | Desmoglein-3 (Homo sapiens), P32926 | AID 588358, 2011;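 active = binding more than 3 SD below its plate's average and above zero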;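 also: hits lower antibody fragment binding to DSG3; some compounds called inactive have numbers as strong as hits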
Target sequence (P32926 whole entry, looked up, the tested form may be a part): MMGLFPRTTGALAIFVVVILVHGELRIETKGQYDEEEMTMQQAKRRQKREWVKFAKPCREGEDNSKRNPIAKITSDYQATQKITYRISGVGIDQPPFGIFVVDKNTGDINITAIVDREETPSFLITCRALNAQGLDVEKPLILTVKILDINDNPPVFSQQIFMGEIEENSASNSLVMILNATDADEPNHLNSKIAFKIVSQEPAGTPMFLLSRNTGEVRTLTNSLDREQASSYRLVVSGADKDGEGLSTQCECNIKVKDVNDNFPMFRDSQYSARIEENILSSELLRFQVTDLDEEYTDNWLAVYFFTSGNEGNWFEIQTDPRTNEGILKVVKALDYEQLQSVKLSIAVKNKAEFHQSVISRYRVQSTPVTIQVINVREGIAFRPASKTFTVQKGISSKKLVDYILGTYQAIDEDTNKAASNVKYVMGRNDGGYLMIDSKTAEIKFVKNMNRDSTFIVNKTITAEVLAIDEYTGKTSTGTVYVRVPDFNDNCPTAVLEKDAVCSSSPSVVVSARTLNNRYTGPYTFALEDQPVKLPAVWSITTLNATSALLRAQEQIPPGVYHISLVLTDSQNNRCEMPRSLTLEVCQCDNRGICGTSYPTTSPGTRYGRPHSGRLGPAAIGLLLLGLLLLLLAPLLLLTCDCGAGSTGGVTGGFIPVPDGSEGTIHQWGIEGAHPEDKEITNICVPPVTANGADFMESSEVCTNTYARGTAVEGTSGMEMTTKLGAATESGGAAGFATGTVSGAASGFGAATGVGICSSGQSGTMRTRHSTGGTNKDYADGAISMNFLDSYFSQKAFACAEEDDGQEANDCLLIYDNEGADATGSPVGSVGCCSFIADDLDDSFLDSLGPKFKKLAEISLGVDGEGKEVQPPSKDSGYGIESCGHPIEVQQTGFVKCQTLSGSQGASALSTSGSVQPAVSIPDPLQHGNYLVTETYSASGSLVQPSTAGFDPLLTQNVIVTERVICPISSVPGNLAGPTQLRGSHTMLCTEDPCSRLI
Keap1 Nrf2 FP: Keap1-Nrf2 protein-protein interaction inhibitors, primary screen, biochemical, fluorescence polarization, single point | hit rate 0.15% among 340,000 | Keap1 Kelch-Nrf2 peptide fluorescence polarization, 1536-well | inhibition, % at 9.4 µM | AID 504523, 2011; in the data active = inhibition above about 12%;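 also: human Keap1 Kelch domain with fluorescein labeled Nrf2 9mer peptide probe; 0% = neutral control wells and 100% = peptide positive control; higher means more block of Keap1 binding to Nrf2 peptide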
C-LANA FP: inhibitors of KSHV C-LANA binding to DNA, primary screen, biochemical, fluorescence polarization, FAM-LBS DNA, MBP-C-LANA, single point. Kaposi's sarcoma herpesvirus LANA C-terminal domain (residues 932-1162) DNA binding. inhibition, % at 9 µM. hit rate 0.078% among 340,000. AID 504423, 2011;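 active = highest replicate inhibition at or above 60% at 9 µM, even if other replicates fall short; inactive = all replicates below 60% inhibition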;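 also: 0% = neutral control wells and 100% = 4 µM acridine orange control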
Cardiac RTF inh: cardiac RTF calcium sensitivity inhibitors, primary screen, biochemical, IANBD-TnC fluorescence, EC70 calcium; inhibition, % at 7.15 µM; hit rate 0.12% among 340,000; IANBD-labeled cardiac RTF, Ca2+ fluorescence; Troponin I, cardiac muscle (Homo sapiens) + Troponin T, cardiac muscle (Homo sapiens) + …; AID 493244, 2011;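 active = inhibition above the mean inhibition of all tested compounds plus 3 SD, cut at about 17% in these data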;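 also: assay run at fixed EC70 calcium of 1.6 mM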
* marks the source's active call; other numbers are inactive results; / = no result given.

SMILES	Arrestin-AP2 inh	Wnt act	V-ATPase pH	OPRM1-OPRD1 ag	OPRM1-OPRD1 inv	cardiac RTF act	DSG3 Ab inh	Keap1 Nrf2 FP	C-LANA FP	Cardiac RTF inh
CCN(C(C)=O)N(CC)c1nc(Cl)nc(NC(C)C)n1	-3.6	-2.6	-2.9	1.8	-12.7	1.2	100.3	0.3	-0.2	7.7
Cc1cc(C)c(NC(=O)Cn2c([N+](=O)[O-])cnc2C)c(C)c1	5.6	4.5	0.4	-1.2	6.3	-2.7	97.5	-3.6	-4.4	-1.4
c1ccc2nc(NN=C3CCCCC3)ccc2c1	17.2	17.3	-7.6	-6.9	35.6	0.8	88.4	1.2	-3.0	-3.8
Cc1noc(NS(=O)(=O)c2ccc(NC(=O)c3oc4ccc(F)cc4c3C)cc2)c1C	-4.3	2.3	-1.2	-2.6	14.1	-2.5	/	0.9	-1.3	1.6
COCCn1c(SCC(=O)Nc2cc(C)cc(C)c2)nc2ccccc2c1=O	1.8	-2.1	-4.1	-3.6	17.2	-2.6	106.3	-2.2	0.6	6.0
O=C(NCCc1cccc(F)c1)C1CCCN(c2nc3ccccc3s2)C1 (stereo not drawn)	-7.0	-4.1	-1.9	1.2	-9.6	-7.8	97.8	1.9	0.1	-25.2
CN1CCN(c2nc3c(c(=O)n(C)c(=O)n3C)n2CC(N)=O)CC1	1.9	/	3.2	/	/	-3.0	84.0	-1.3	-0.7	-5.1
CSc1nc(SC)c2c3c(oc2n1)COC(C)(C)C3	19.9	-0.4	-0.9	3.0	-16.6	11.2	104.5	0.3	-1.2	-5.5
COC(=O)c1c(NC(=O)C2CC(C)=C(C)CC2C(=O)O)sc2c1CCCCC2 (stereo not drawn)	0.4	12.7	-2.2	-2.9	15.0	1.8	100.2	-5.2	2.4	-8.4
O=C(CCC(=O)c1cccs1)NNC(=O)c1ccc(Cl)cc1	-0.2	-2.9	-0.7	-1.4	5.7	1.2	/	-3.6	-4.5	-5.3
O=C(Cc1csc(-c2ccc(F)cc2)n1)Nc1cccc(S(=O)(=O)NC2=NCCC2)c1	1.0	-3.2	-2.0	3.8	-15.8	4.0	89.2	-8.9	-2.4	-3.9
CCn1c(SCc2ccc(C(=O)Nc3cc(C)cc(C)c3)cc2)nnc1-c1ccncc1	-1.9	/	1.6	-0.6	3.4	1.4	79.8	-7.0	-0.1	-6.3
CCOC(=O)c1cnn(-c2ccccc2)c1NC(=O)c1ccc(C)cc1	3.9	/	0.0	-4.7	21.4	-4.6	95.4	0.7	0.2	2.4
COC(=O)c1ccccc1CON1C(=O)C(C)(C)N(OCc2ccccc2C(=O)OC)C(=O)C1(C)C	27.4	-3.9	0.3	0.3	-1.6	-3.9	106.9	-5.1	0.3	-3.4
CCC1(CC)C(=O)N(C)C(=O)NC1=Nc1ccccc1	28.3	/	-1.0	-1.1	5.8	-1.7	109.5	-1.2	-1.2	-6.4
O=C(N/N=C/c1ccc(Br)s1)c1cccs1	-1.3	26.8	-1.0	/	/	/	100.8	-3.8	0.9	/
COc1ccc(NC(=O)O/N=C/c2ccccc2Cl)cc1	23.9	-1.2	-4.2	-1.3	6.7	-0.3	96.5	1.2	1.4	0.5
O=[N+]([O-])c1cc(CS(=O)(=O)Oc2ccc(Cl)cc2)c(O)c([N+](=O)[O-])c1	17.5	0.5	-4.3	-3.1	15.7	2.1	113.4	-0.8	-0.4	-0.8
COc1ccc(S(=O)(=O)N2CCC(O)(c3ccc(Cl)cc3)CC2)cc1	-3.6	-1.1	-0.7	-0.3	1.8	8.7	96.3	-2.8	-2.1	-17.7
CCC(C)N(C(=O)COC(=O)c1cc([N+](=O)[O-])ccc1N1CCOCC1)C1CCS(=O)(=O)C1 (stereo not drawn)	3.3	-1.7	-0.3	0.7	-4.3	1.9	102.2	-2.7	0.8	1.6
COc1cccc2cc(C(C)=O)oc12	18.9	0.8	1.9	-2.2	9.8	-3.9	/	-9.7	-0.2	-7.0
COc1ccnc(Oc2cccc(C(F)(F)F)c2)c1C(=O)N/C=N/OCc1ccccc1F	1.2	-5.6	1.8	0.4	-2.2	4.8	100.2	-4.2	-0.9	-2.5
COC(=O)[C@@H]1C[C@@]2(O)[C@H](O)[C@H](O)[C@H](O)C[C@H]2N1Cc1ccc(-c2ccccc2)cc1	3.2	-4.5	-1.4	-2.9	15.7	-2.0	101.7	0.0	0.7	-32.4

Reformatted with two lines to a compound: 6 of the compounds above
Every second line gives: Arrestin-AP2 inh	Wnt act	V-ATPase pH	OPRM1-OPRD1 ag	OPRM1-OPRD1 inv	cardiac RTF act	DSG3 Ab inh	Keap1 Nrf2 FP	C-LANA FP	Cardiac RTF inh
Cc1noc(NS(=O)(=O)c2ccc(NC(=O)c3oc4ccc(F)cc4c3C)cc2)c1C
 : -4.3	2.3	-1.2	-2.6	14.1	-2.5	/	0.9	-1.3	1.6
O=C(CCC(=O)c1cccs1)NNC(=O)c1ccc(Cl)cc1
 : -0.2	-2.9	-0.7	-1.4	5.7	1.2	/	-3.6	-4.5	-5.3
CCC(C)N(C(=O)COC(=O)c1cc([N+](=O)[O-])ccc1N1CCOCC1)C1CCS(=O)(=O)C1 (stereo not drawn)
 : 3.3	-1.7	-0.3	0.7	-4.3	1.9	102.2	-2.7	0.8	1.6
O=C(N/N=C/c1ccc(Br)s1)c1cccs1
 : -1.3	26.8	-1.0	/	/	/	100.8	-3.8	0.9	/
CCOC(=O)c1cnn(-c2ccccc2)c1NC(=O)c1ccc(C)cc1
 : 3.9	/	0.0	-4.7	21.4	-4.6	95.4	0.7	0.2	2.4
COC(=O)[C@@H]1C[C@@]2(O)[C@H](O)[C@H](O)[C@H](O)C[C@H]2N1Cc1ccc(-c2ccccc2)cc1
 : 3.2	-4.5	-1.4	-2.9	15.7	-2.0	101.7	0.0	0.7	-32.4
